# Screens (PubChem)
# Runt-SMMHC FRET = inhibitors of human RUNX1 Runt domain binding to CBFb-SMMHC; inhibition, % at 20 µM; Q01196+Q13951; Cerulean-Runt/Venus-CBFb-SMMHC FRET ratio 530/480, 1 h; hit rate 0.74% among 220,000;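 active means mean inhibition across duplicate retests at 20 µM reaching about 50%, limit read from the data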;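 further: 0% = DMSO wells and 100% = wells with excess untagged CBFb-SMMHC; inhibitors lower the FRET ratio by blocking Runt binding to CBFb-SMMHC; some results filed as inactive read as strong as hits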
# EP2 modulator = modulators of human EP2 prostaglandin E2 receptor | P43116 | EP2-expressing cells, cAMP HTRF FRET, PGE2 co-stimulation | induction, % at 25 µM | hit rate 0.83% among 260,000;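 active means compounds whose cAMP rise, as percent of the full-agonist control response, exceeds 60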;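 further: rat C6 glioma line stably carrying human EP2 under a CMV promoter; the protocol text gives 20 µM as final concentration; 100% = response of wells given 1 µM PGE2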
# Target sequence (P43116 whole entry, looked up): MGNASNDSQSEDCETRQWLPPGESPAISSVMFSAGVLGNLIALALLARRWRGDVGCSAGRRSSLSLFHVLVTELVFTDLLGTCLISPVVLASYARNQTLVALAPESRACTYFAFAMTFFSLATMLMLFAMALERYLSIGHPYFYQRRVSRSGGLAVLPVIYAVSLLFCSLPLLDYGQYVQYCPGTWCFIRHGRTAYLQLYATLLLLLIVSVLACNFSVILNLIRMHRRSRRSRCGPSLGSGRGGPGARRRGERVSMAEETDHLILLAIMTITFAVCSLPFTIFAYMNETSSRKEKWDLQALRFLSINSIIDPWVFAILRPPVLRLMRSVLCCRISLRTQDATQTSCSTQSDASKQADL
# Runt-CBFb FRET = blocks binding of human RUNX1 Runt domain to CBFb; Q01196+Q13951; Cerulean-Runt/Venus-CBFb FRET ratio 530/480, 1 h; inhibition, % at 20 µM; hit rate 0.46% among 220,000;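 active means inhibition over about 50% at 20 µM in the single-dose screen, limit read from the data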;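 further: 0% = DMSO wells and 100% = excess unlabeled CBFb competitor control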
#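 Buffer or medium: Tris pH 7.5 buffer with BSA. Assay system: Cerulean-labeled Runt domain protein. Amount: each fluorescent fusion protein 100 nM. Read-out basis: loss of energy transfer signal. Incubation: 1 h compound exposure, room temperature. Probe or stimulus: Venus-CBFb binding partner, 100 nM. Detection: FRET, excitation 422 nm, emission at 530 and 480 nm.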
# L929 necroptosis = blocks zVAD induced death of L929 cells. L929 zVAD necroptosis rescue, ATP luminescence, 24 h; with zVAD 60 µM. viability rescue, % at 10 µM. hit rate 0.38% among 220,000. AID 1377;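 active means activation, scaled between plate controls, above about 75%, limit read from the data; inactive means activation under that limit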;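 further: 0% = zVAD with DMSO and 100% = DMSO alone without zVAD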
# Hck-Nef inh = human Hck-Nef kinase inhibition; P08631; Recombinant Hck-YEEI plus Nef, Z-Lyte FRET kinase assay; inhibition, % at 20 µM; hit rate 0.68% among 220,000; AID 463187;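 active means Hck-Nef kinase inhibition above about 50%, limit read from the data; inactive means inhibition below that limit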;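 further: 0% = DMSO with Hck plus Nef and 100% = Hck alone without Nef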
# Target sequence (P08631 whole entry, looked up): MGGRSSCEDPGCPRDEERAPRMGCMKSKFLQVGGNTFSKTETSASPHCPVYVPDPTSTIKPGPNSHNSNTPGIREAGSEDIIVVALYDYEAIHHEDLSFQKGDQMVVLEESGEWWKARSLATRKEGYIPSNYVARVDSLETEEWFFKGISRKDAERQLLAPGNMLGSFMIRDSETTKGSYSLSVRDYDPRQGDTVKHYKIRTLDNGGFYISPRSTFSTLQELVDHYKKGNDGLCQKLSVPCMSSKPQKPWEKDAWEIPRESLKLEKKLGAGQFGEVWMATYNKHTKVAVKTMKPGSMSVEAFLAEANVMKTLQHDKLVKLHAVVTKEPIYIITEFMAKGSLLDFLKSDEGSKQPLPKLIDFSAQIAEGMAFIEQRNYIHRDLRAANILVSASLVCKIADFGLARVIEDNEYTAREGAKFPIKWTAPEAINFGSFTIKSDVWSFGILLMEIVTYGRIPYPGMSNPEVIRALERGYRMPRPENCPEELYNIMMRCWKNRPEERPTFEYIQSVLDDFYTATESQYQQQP
# PGE2 EP2 inh = inhibitors of human EP2 prostaglandin E2 receptor | C6 glioma cells expressing human EP2, cAMP TR-FRET; cells stimulated with saturating PGE2 | inhibition, % at 25 µM | hit rate 0.52% among 260,000 | AID 1422;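 active means percent inhibition above 40 after rounding to a whole number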;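 further: rat C6 glioma host cells with rolipram phosphodiesterase inhibitor present; the protocol text gives 20 µM as final concentration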
# PERK inhibitor = blocks human PERK kinase; inhibition, % at 5.6 µM; hit rate 0.17% among 220,000; CHO PERK-DD fusion, SEAP luminescence translation reporter; Q9NZJ5; AID 1416;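 active means inhibition above the mean inhibition of all tested compounds plus 3 SD, set separately per screening campaign, cut at about 2.9% in these data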;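 further: PERK kinase domain activated by AP20187 dimerizer at 100 nM; 0% = DMSO with dimerizer and 100% = rapamycin at 8.4 µM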
# TNF necrop inh = inhibitors of TNF-alpha induced necroptosis in Jurkat FADD-/- cells; Jurkat FADD-/- TNF necroptosis rescue, ATP luminescence, 24 h; 0 = TNF only, 100 = no-TNF cells; activation (protection from cell death), % at 10 µM; hit rate 0.068% among 220,000;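 active means activation, meaning protection from cell death, of at least 50% relative to plate controls; inactive means activation below 50%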;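 further: necroptosis triggered by 40 ng/mL TNF-alpha added together with compound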
# RBBP9 inh = human RBBP9 hydrolase inhibition; O75884; recombinant RBBP9, FP-Rh probe fluorescence polarization; inhibition, % at 7.94 µM; hit rate 0.2% among 220,000; AID 1515;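 active means inhibition above the campaign mean of all tested compounds plus 3 SD, cut at about 14% in these data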;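 further: plate controls were DMSO wells with RBBP9 for no effect and wells lacking RBBP9 protein for full effect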
# Target sequence (O75884 whole entry, looked up): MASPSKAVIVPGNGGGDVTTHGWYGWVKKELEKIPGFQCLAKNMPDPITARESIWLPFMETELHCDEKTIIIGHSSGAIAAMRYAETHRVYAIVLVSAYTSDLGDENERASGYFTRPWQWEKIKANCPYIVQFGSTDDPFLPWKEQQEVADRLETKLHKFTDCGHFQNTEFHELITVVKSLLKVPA
#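 System: RBBP9 protein / Buffer or medium: Tris/NaCl buffer pH 8.0 with 0.1% Pluronic / Probe or stimulus: Serine-hydrolase probe FP-Rh, 375 nM pre-mixing / Dosing: 7.94 µM single dose, 0.794% DMSO / Times: enzyme-compound preincubation 30 min, then probe labeling 45 min, 25 °C / Technique: fluorescence polarization (mP), excitation 525 nm, emission 598 nm / Replication: singlicate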
# The depositor's hits bear a star; . = not tested or not shown. Some of the compounds tested. The share of hits here may be higher or lower than overall.
SMILES,Runt-SMMHC FRET,EP2 modulator,Runt-CBFb FRET,L929 necroptosis,Hck-Nef inh,PGE2 EP2 inh,PERK inhibitor,TNF necrop inh,RBBP9 inh
Cc1cc(C)cc(NC(=O)N2CCC(NC(=O)c3ccc(F)cc3)CC2)c1,-4,-14,-1,0.6,-1,9,-0.7,-2.4,-6
O=c1c2cc3c(=O)n(-c4ccccc4O)c(=O)c3cc2c(=O)n1-c1ccccc1O,1,37,32,0.1,19,4,0.0,-1.4,-1
CCCCN(CCCC)C(=O)CCS(=O)(=O)c1ccc2c(c1)n(C)c(=O)c(=O)n2C,2,7,-3,-0.1,0,14,0.2,-3.4,-10
Cn1c(SCC(=O)Nc2nc3c(s2)CCCC3)nnc1-c1ccccc1,2,5,-1,-0.2,0,5,-0.4,-5.4,1
Cc1cc(C)c2c(C)c(C(=O)NCc3ccncc3)oc2c1,0,-65,-4,1.0,6,6,0.4,-2.8,0
OCc1cnc(SCc2ccccc2)n1Cc1ccccc1,-1,13,0,2.8,-4,8,-0.9,-0.3,-7
C=CCn1c(=O)[nH]c2cc(C(=O)N3CC=C(c4ccccc4)CC3)ccc2c1=O,-4,-9,0,1.7,5,8,1.2,-1.0,-5
CCc1ccc(NC(=O)C(=S)NC2CCCCC2)cc1,0,5,0,1.2,6,2,0.1,2.6,-5
CN1CCc2nc(SCCOc3ccccc3)c(C#N)cc2C1,-2,-75,1,0.3,44,8,0.1,-1.3,-8
Cc1ccc(C)c(NC(=O)CCN2CCc3ccccc3C2)c1,-1,-30,-3,-1.0,15,8,-0.1,2.8,2
Cc1ccnc2nc(C(=O)Nc3nccs3)nn12,-1,7,-1,-0.2,4,.,0.8,-1.0,5
CCOC(=O)C[n+]1c(C)ccc2c1CCC2,4,21,-1,0.1,13,3,1.6,-1.0,-3
Cc1c(-c2ccccc2)[nH]n2c(=O)c3c(nc12)CCCC3,3,-9,-2,3.0,-2,4,-0.2,0.6,-7
Cn1cc([N+](=O)[O-])c(C(=O)Nc2nc(-c3ccc(Cl)cc3)cs2)n1,-2,-42,0,0.8,0,75*,-0.6,-9.6,-11
Cc1ccc2nc(SCC(=O)c3ccc(O)cc3O)[nH]c2c1,-3,-17,2,2.4,-2,5,0.9,3.1,-6
COc1ccc(C(=O)NCC(=O)OCC(=O)N2CCc3ccccc32)cc1,-1,33,-2,0.0,18,5,-0.1,1.4,-2
COc1cc(S(=O)(=O)N2CCN(Cc3ccc4c(c3)OCO4)CC2)c(C)cc1C,-1,8,-2,2.5,0,10,1.0,2.1,-3
COCCn1c(-c2ccccc2)cnc1N,2,21,-4,-0.1,1,6,0.4,0.3,1
O=C(NCc1cccs1)C1CC(=O)N(C2CCCC2)C1 (stereo not given),0,29,-1,-0.2,-1,12,0.1,-0.7,-10
Cc1n[nH]c(C)c1S(=O)(=O)N1CCN(C2CCCCC2)CC1,-9,5,2,-0.5,3,18,0.4,-0.8,0
O=C(NC1CC2CCCC(C1)N2C(=O)NC1CCCCC1)c1ccc(F)cc1 (stereo not given),1,-43,-2,-0.4,6,9,-0.8,0.1,-5
CC(C)C(=O)Nc1nnc(SCC(=O)NCc2ccco2)s1,1,-1,2,0.3,0,5,0.1,0.2,4
COc1ccc(-c2nc3nc(C)cc(C)n3n2)cc1,-1,-4,0,-0.5,10,8,0.3,-0.5,-3
O=C(Cn1nc(-c2ccccc2)ccc1=O)NCCCN1CCOCC1,2,-1,3,0.1,19,11,0.0,0.6,-7
O=C(O)c1ccc(N=NN2CCCCC2)cc1,.,20,.,11,-10,10,1.0,1.1,-4

# Copied from the list.
# O=C(NCc1cccs1)C1CC(=O)N(C2CCCC2)C1 (stereo not given) | Hck-Nef inh: -1
# O=C(NC1CC2CCCC(C1)N2C(=O)NC1CCCCC1)c1ccc(F)cc1 (stereo not given) | EP2 modulator: -43

# Next section:
SMILES,Runt-SMMHC FRET,EP2 modulator,Runt-CBFb FRET,L929 necroptosis,Hck-Nef inh,PGE2 EP2 inh,PERK inhibitor,TNF necrop inh,RBBP9 inh
CCc1ccccc1NC(=O)c1nnn(CC(=O)Nc2ccccc2C)c1N,1,-15,1,0.0,1,.,0.6,0.2,-8
COC(=O)c1ccc(CN2CCN(CC=C(C)C)C(CCO)C2)cc1 (stereo not given),.,-7,.,-0.1,19,1,-0.7,1.4,0
N#CCCN(Cc1ccccc1)C(=O)Nc1ccc(F)cc1,1,-3,-1,-0.3,2,14,-0.2,-0.3,-4
O=C1N(c2ccccc2)C2CS(=O)(=O)CC2N1c1ccc(Br)cc1 (stereo not given),1,-6,2,0.3,1,10,-0.3,-0.6,-7
Cc1ccc(NC(=S)Nc2ccccn2)cc1C,0,12,11,1.1,-2,9,0.3,3.8,-4
Cc1ccc(CN2C(=O)CCC2(C)C(=O)NCc2cccnc2)cc1 (stereo not given),0,13,2,-0.4,1,5,-0.2,0.6,-2
O=C(OCC(=O)N(Cc1ccccc1)C1CCS(=O)(=O)C1)c1cc2c(s1)CCCC2 (stereo not given),6,-1,-4,-0.7,-1,12,-0.3,1.4,-7
Cc1cc(NC(=O)c2cnn3cccnc23)no1,1,23,-1,-0.4,7,-4,1.9,-1.4,-2
CCOC(=O)N1CCN(C(=S)NC(=O)c2cncc(Br)c2)CC1,6,-1,3,0.0,-1,11,-0.6,-0.3,-8
N#CC(C#N)C(c1ccsc1)c1c(-c2ccccc2)[nH][nH]c1=O (stereo not given),1,-9,0,0.6,0,23,0.7,-2.5,8
O=C(NCc1cccs1)c1cccnc1Cl,4,5,-1,1.2,0,1,0.3,3.2,-6
CCOc1ccc(NS(=O)(=O)c2cnc(Cl)c(Cl)c2)cc1,-1,-16,-2,.,1,4,-0.1,-9.6,-10
COC(=O)C1C(c2ccc(Cl)cc2)NC(c2ccc(Cl)cc2)C(C(=O)OC)S1(=O)=O (stereo not given),2,34,1,-0.1,-2,6,-2.5,0.7,-9
CC(=O)N/C(=C\c1ccc(Br)s1)C(=O)O,-1,12,1,0.4,13,6,0.4,1.3,1
Cc1cccc(C(=O)NC2CCN(CC(=O)NCc3cccs3)CC2)c1,1,-35,2,-0.7,21,5,1.2,0.6,4
COc1cc(/C=N/NC(=O)CN(CCc2ccccc2)S(=O)(=O)c2ccc(NC(C)=O)cc2)cc(OC)c1OC,-9,-62,-3,0.7,-1,11,-0.1,3.0,-17
Cc1ccc(-c2nnn(CC(=O)N(CC(=O)NC(C)C)c3cnc4ccccc4c3)n2)o1,6,12,2,1.2,12,14,-0.5,0.5,-5
Cc1ccc(OCc2nnc(NC(=O)c3ccco3)s2)cc1,-2,6,2,1.6,-18,11,-0.3,-0.5,-2
CCOc1ccc2c(c1)C(N(CCN1CCOCC1)C(=O)Nc1ccccc1)CC(C)(C)O2 (stereo not given),0,11,-4,1.2,21,5,0.3,0.5,-6
COC(=O)Oc1ccc(/C=C/C(=O)OC(C)C)cc1OC(=O)OC,9,13,9,48,19,7,1.6,2.2,-1
CCOC(=O)c1cc2sc(C)cc2n1CC(=O)N1CCN(C(=O)c2ccco2)CC1,-1,3,-4,-0.1,0,9,-0.8,-6.1,-2
COc1ccc(Cn2c(=O)[nH]c3cc(C(=O)NCCCN4CCCCCC4)ccc3c2=O)cc1,-2,-24,0,2.3,24,5,-0.1,-1.3,-11
COc1ccc(OC)c(S(=O)(=O)Nc2cnc3ccccc3c2)c1,-2,10,-2,0.2,0,9,-0.5,-0.7,-3
CC(C)NC(=O)Nc1cccs1,-22,8,1,-0.1,-1,22,0.6,-2.0,-13
COCC(C)OC(=O)c1c(N)n(-c2ccc(OC)c(OC)c2)c2nc3ccccc3nc12 (stereo not given),8,-12,-2,-0.5,8,22,-1.8,-1.1,-10
SMILES,Runt-SMMHC FRET,EP2 modulator,Runt-CBFb FRET,L929 necroptosis,Hck-Nef inh,PGE2 EP2 inh,PERK inhibitor,TNF necrop inh,RBBP9 inh
C=CCNC(=S)NCCCCC1NC(=S)N(CC=C)C1=O (stereo not given),0,-11,0,-0.5,0,3,0.3,1.4,-6
COc1ccc(NS(=O)(=O)c2cccc(N/C(=N\S(=O)(=O)c3ccccc3)c3ccc(F)cc3)c2)cc1,4,4,-3,0.0,6,9,-0.2,2.9,-21
Cc1cccc(/C=N/Nc2nncc3ccccc23)c1,2,-43,-1,6.8,31,19,0.2,-3.1,-6
C=CCCC(=O)Nc1nc(C)c(-c2csc(Nc3ccc(Cl)cc3)n2)s1,2,-10,7,5.3,-1,16,0.1,4.1,0
CCC(C)Oc1cccc(OCCCCN2C(=O)NC(C)(C)C2=O)c1 (stereo not given),0,10,-3,-0.1,2,7,0.0,-0.4,-3
Nc1ccc2oc3ccccc3c2c1,3,-7,4,1.1,1,4,0.6,-0.7,-11
CCOc1ncccc1C(=O)N1CCN(S(=O)(=O)c2ccc3ccccc3c2)CC1,-2,-3,-1,-0.3,14,-1,0.4,0.0,-4
Cc1nc(-c2cccnc2)sc1C(=O)Nc1ccc(F)cc1F,-3,-23,0,-0.2,1,10,-0.6,-0.8,-6
O=C(CNS(=O)(=O)c1ccc(Cl)cc1)NNC(=O)c1cccnc1,-2,5,1,3.1,-16,5,-0.3,1.3,1
Cc1ccc(-c2ccc(=O)n(CCC(=O)NCCN3CCCCC3C)n2)cc1 (stereo not given),2,7,0,-1.3,3,7,-0.3,-1.4,7
Cc1sc2nc(SCC(=O)N(C)C)[nH]c(=O)c2c1C,0,-8,2,.,1,10,2.4,0.3,6
COc1cccc(C(=O)OCC(=O)Nc2ccccc2N2CCOCC2)c1,1,-17,4,-0.2,1,12,-1.6,-0.7,2
CC(C)c1csc(CN2CCCC(CCC(=O)NCc3ccccc3F)C2)n1 (stereo not given),2,-15,-3,-0.8,9,6,-0.7,-0.5,1
Cc1ccc(NS(=O)(=O)c2ccc3[nH]c(=O)sc3c2)cc1,0,-31,-1,1.6,18,6,1.1,-0.3,2
CC(=O)n1cc([C@@H]2C=C(C(=O)Nc3ccccc3)O[C@H](OCc3ccc(CO)cc3)C2)c2ccccc21,1,-15,-1,2.4,0,9,0.9,7.0,-21
Cc1cc(=O)n2nc(N3CCC(C(=O)N4CCN(Cc5ccccc5)CC4)CC3)sc2n1,-1,16,-1,-1.0,-12,7,-0.7,-1.3,2
Cc1cc(NC(=O)CSc2nc3c(c(-c4cccnc4)c2C#N)CCC3)no1,2,31,0,0.7,0,49*,-0.7,0.6,-9
Cc1ccc(S(=O)(=O)c2nc(-c3cccs3)oc2SCC(N)=O)cc1,-3,14,-1,3.4,1,11,-0.2,-0.6,-3
CC(C)CCNC(=O)c1nnc(Cc2ccc(Cl)cc2)o1,-2,-4,0,1.4,-1,10,-0.4,7.8,-8
Cc1ccccc1NC(=S)N(Cc1ccco1)C(C)c1cccs1 (stereo not given),4,51,-2,1.9,-31,5,0.0,-1.3,-2
